DENV2 CPE rescue = inhibitors of DENV2 cytopathic effect; actives 1.7% (n = 350,000); AID 651640; DENV2-infected cells, cytopathic effect rescue, plate reader; CPE inhibition, % at 9.99 µM; in the data active = CPE inhibition above about 20%, passing the limit was not always enough; inconclusive = no clear call, values can overlap the other calls; tested in BHK-21 cells;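 note: 0% = median of neutral control wells and 100% = median of positive control wells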
ERp5 inh = ERp5 (human) disulfide isomerase inhibition; inhibition, % at 9.99 µM; ERp5 insulin aggregation, absorbance 650 nm, 90 min; actives 0.05% (n = 350,000); AID 651711; Q15084;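 active = mean replicate inhibition above about 25%, with every replicate also reaching it, limit read from the data, passing the limit was not always enough; inconclusive = only one of those two criteria met; inactive = neither criterion met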
Target sequence (Q15084 whole entry, looked up): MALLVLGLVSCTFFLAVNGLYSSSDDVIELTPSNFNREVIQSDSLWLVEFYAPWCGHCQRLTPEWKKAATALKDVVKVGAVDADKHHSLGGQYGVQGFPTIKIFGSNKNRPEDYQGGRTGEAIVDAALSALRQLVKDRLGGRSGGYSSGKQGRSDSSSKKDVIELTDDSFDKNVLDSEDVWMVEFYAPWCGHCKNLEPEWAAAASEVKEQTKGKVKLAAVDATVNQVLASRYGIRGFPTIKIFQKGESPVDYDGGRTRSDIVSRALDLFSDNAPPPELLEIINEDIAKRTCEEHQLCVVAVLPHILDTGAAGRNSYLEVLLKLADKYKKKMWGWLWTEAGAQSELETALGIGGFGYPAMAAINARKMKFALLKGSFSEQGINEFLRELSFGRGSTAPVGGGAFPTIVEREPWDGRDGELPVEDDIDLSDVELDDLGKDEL
S100A4 inh HTS = blocks human S100A4 binding to myosin IIA peptide; actives 0.14% (n = 360,000); S100A4/TAMRA-MyoIIA peptide fluorescence polarization; P26447; inhibition, % at 10.7 µM;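 active = mean inhibition of at least 70% across replicates, with every replicate also reaching that level; inconclusive = mean inhibition reaches 70% but some replicates fall short; inactive = mean inhibition below 70%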
Target sequence (P26447 whole entry, looked up): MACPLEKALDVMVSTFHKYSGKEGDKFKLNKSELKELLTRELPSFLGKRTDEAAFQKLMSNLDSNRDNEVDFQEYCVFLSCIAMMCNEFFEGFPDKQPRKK
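System – human S100A4 monomer protein, biochemical binding assay · Buffer or medium – Calcium-containing HEPES buffer, pH 7.2 · Timing – 5 min between mix addition and reading · Also added – TAMRA-labelled myosin IIA heavy-chain peptide probe, 5 nM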
C2C12 statin = suppressors of simvastatin-induced myotoxicity in C2C12 myotubes; ATP luminescence, 48 h; scaled: DMSO 0, geranylgeraniol control 100; rescue of ATP level, % at 7.49 µM; actives 0.78% (n = 330,000); AID 602340;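 active = mean ATP rescue above about 67%, or every replicate alone reaching that limit, limit read from the data, passing the limit was not always enough; inconclusive = no clear call, values can overlap the other calls; inactive = mean under the limit and some replicate under it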;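 note: myotubes were challenged with 10 µM simvastatin during compound exposure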
PglD inh = inhibitors of Campylobacter jejuni PglD acetyltransferase; purified PglD enzyme, DTNB colorimetric CoA detection; inhibition, % at 12.5 µM; actives 0.098% (n = 360,000); AID 602405; in the data active = inhibition above about 16%, passing the limit was not always enough; inconclusive = no clear call, values can overlap the other calls; note: strong numbers were not always called active
E-sel inducer = E-selectin induction on HUVECs. HUVEC E-selectin immunofluorescence imaging; normalized: neutral wells 0, TNF-alpha wells 100. activation, % at 7.58 µM. actives 0.37% (n = 260,000). AID 686992;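 active = mean E-selectin-positive cell signal at least 10% of the positive control, reached in at least 60% of replicates, without over 20% cell loss; inconclusive = no rule given, readout overlaps actives, possibly toxicity-flagged; inactive = the rest, including those meeting only one limit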;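 note: in these data hits start at about 27%; measured in HUVEC primary endothelial cells; signal is the percent of cells scored E-selectin positive by PE staining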
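Test system: HUVEC; input: 3,000 HUVEC/well; measured by: immunofluorescence imaging; read-out: % PE-positive cells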
SIRT5 block = inhibitors of human sirtuin-5 desuccinylase. Q9NXA8. Purified SirT5, succinyl-peptide AMC, trypsin-coupled fluorescence. inhibition, % at 15 µM. actives 1.1% (n = 330,000); in the data active = inhibition above about 15%; inconclusive = no clear call, values can overlap the other calls
Target sequence (Q9NXA8 whole entry, looked up): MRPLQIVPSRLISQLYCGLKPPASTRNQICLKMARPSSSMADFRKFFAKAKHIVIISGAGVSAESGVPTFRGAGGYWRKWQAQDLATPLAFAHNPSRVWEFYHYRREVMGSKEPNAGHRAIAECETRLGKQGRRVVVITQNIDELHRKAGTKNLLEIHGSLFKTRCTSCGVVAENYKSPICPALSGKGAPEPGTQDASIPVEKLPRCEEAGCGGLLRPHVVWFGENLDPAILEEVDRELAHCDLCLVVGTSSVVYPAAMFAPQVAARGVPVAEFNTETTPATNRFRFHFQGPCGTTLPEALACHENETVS
* marks the source's active call; other numbers are inactive results; ? = inconclusive; . = no result given.

structure	DENV2 CPE rescue	ERp5 inh	S100A4 inh HTS	C2C12 statin	PglD inh	E-sel inducer	SIRT5 block
CC=Cc1ccc2n(c1=O)C[C@@H]1[C@@H](CO)[C@H](C(=O)Nc3nccs3)N(C(=O)CC)[C@H]21 (mixture of isomers)	-7	0	2	-10	0	-0.2	-1
O=c1cc(O)c2sc3nc4c(c(C(F)(F)F)c3c2[nH]1)CCCCC4	-3	0	-1	-2	.	1.9	17*
CC(=O)NC1c2ccccc2C(=O)N1Cc1ccccc1 (stereo not drawn)	9	0	-1	15	2	.	-2
Nn1c(SCc2ccccc2)nc2ccccc21	-3	2	-2	10	-1	.	1
CC(C)NC(=O)N[C@H]1CC[C@@H](CC(=O)N2CCCCC2)O[C@@H]1CO	-1	2	-3	6	-1	-0.5	-4
c1ccc2c(NCCCN3CCOCC3)c3ccccc3nc2c1	1	-6	-4	.	.	.	-1
CC(OC(=O)c1cc(=O)[nH]c2ccccc12)C(=O)NC1CCCCC1C (stereo not drawn)	9	-4	-7	0	1	.	-4
COc1ccc(C(=O)NNC(=O)CSc2nnc(-c3ccc(O)cc3)n2C)cc1	8	4	3	.	.	.	1
Cc1ccc(CNC(=O)CCc2nnc3ccc(N4CCC5(CC4)OCCO5)nn23)cc1	1	-12	1	-4	-1	.	-2
COc1ccc(NC(=S)N2CCCC(c3nc4ccc(C)cc4[nH]3)C2)cc1 (stereo not drawn)	-5	3	-2	.	.	.	-4
COC(=O)C1=C(C)Nc2ncnn2C1c1ccc(C)o1 (stereo not drawn)	4	17	-3	6	-6	-0.1	.
Cc1ccc(CNC(=O)C(N=C2NS(=O)(=O)c3ccccc32)C(C)C)cc1 (stereo not drawn)	-11	3	-1	28	-6	0.3	-1
O=C(CSc1ccccn1)Nc1ccc(NC(=O)CSc2ccccn2)cc1	-7	3	-2	.	.	.	.
Cc1cccc(NC(=O)c2ncn3c2C(=O)N(C)CC3)c1	4	2	0	2	3	-0.1	.
Cc1ccccc1CN1CCNC(=O)C1CC(=O)O (stereo not drawn)	33*	6	-1	.	0	0.1	0
O=C(CCNC(=O)N1CCn2c1nc1ccccc12)NCc1ccc(F)cc1	1	0	1	6	1	.	0
C[C@H](CO)N1C[C@H](C)[C@@H](CN(C)Cc2ccncc2)Oc2ncc(C#CCN(C)C)cc2C1=O	-3	9	-3	12	1	0.6	-3
C/C=C/c1ccc([C@@H]2[C@H](CO)N3C(=O)CN(C(=O)Nc4ccccc4F)C[C@@H]23)cc1	?	-2	-2	.	.	0.9	-1
O=C(NC(c1ccccc1)c1ccccc1)c1ccc(CO)cc1	-6	-1	0	8	6	2.6	1
Cc1ccc(-c2cnc3c(c2)C(=O)N([C@H](C)CO)C[C@H](C)[C@H](CN(C)C(=O)c2ccc(F)cc2)O3)cc1	-6	3	-4	37	-2	0.1	-4
O=C(C[C@H]1C[C@H]2c3cc(NC(=O)Nc4ccccc4F)ccc3O[C@H]2[C@H](CO)O1)NCc1ccccn1	0	7	10	5	-1	-0.2	-2
CC(C)NC(=O)C1(C)CCCN1C(=O)c1ccc2c(c1)C(C)(C)CCC2(C)C (stereo not drawn)	-8	-2	-1	-2	3	.	0
O=C(CN(c1ccccc1)S(=O)(=O)c1ccccc1)Nc1ccc(F)cc1	1	1	-8	14	4	-0.4	-5
C/C=C/c1cnc2c(c1)C(=O)N([C@@H](C)CO)C[C@@H](C)[C@H](CN(C)C(=O)Nc1ccccc1F)O2	13	0	-8	7	-3	-0.2	?
O=C(c1cc(Cl)nc2ccccc12)N(Cc1nnc(-c2ccc(Cl)cc2)o1)C1CC1	8	-2	-2	-24	.	-1.7	-1
CN(C)CC#Cc1ccc([C@H]2[C@@H](CO)N3CCCCN(C(=O)C4CCCC4)C[C@@H]23)cc1	12	6	-5	.	-3	.	3
C[C@@H]1CN([C@H](C)CO)C(=O)c2cccc(NS(=O)(=O)c3ccccc3)c2O[C@H]1CN(C)Cc1ccncc1	5	-4	-18	-3	1	0.1	-4
C[C@H](CO)N1C[C@H](C)[C@H](CN(C)CC2CCCCC2)Oc2ccc(NC(=O)Nc3ccc(F)cc3)cc2CC1=O	-10	8	2	1	1	-0.2	1
O=C(NCC1CCCN1S(=O)(=O)c1cccs1)C(=O)Nc1ccc(F)cc1 (stereo not drawn)	7	2	-1	.	.	-0.2	-5
COc1ccc(S(=O)(=O)Nc2cccc3c2O[C@H](CN(C)Cc2ccc(C(=O)Nc4ccccc4N)cc2)[C@@H](C)CN([C@@H](C)CO)C3=O)cc1	12	.	.	.	.	0.5	-2

Just C2C12 statin and S100A4 inh HTS, for 2 of the compounds above:
mol | C2C12 statin | S100A4 inh HTS
Cc1ccc(CNC(=O)CCc2nnc3ccc(N4CCC5(CC4)OCCO5)nn23)cc1 | -4 | 1
COc1ccc(NC(=S)N2CCCC(c3nc4ccc(C)cc4[nH]3)C2)cc1 (stereo not drawn) | . | -2

SIRT5 block, what is marked active above.
Molecule	DENV2 CPE rescue	ERp5 inh	S100A4 inh HTS	PglD inh	SIRT5 block
O=c1cc(O)c2sc3nc4c(c(C(F)(F)F)c3c2[nH]1)CCCCC4	-3	0	-1	.	17*

(next part)
structure	DENV2 CPE rescue	ERp5 inh	S100A4 inh HTS	C2C12 statin	PglD inh	E-sel inducer	SIRT5 block
Cc1ccc(/C=C/C(=O)Nc2cc(S(N)(=O)=O)ccc2O)cc1	-1	6	-1	.	.	.	3
COc1ccc([C@H]2/C=C\CN(S(=O)(=O)c3ccc(C)cc3)[C@@H](C)C(=O)N2Cc2ccc(F)cc2)cc1	-9	7	10	-10	-6	0.5	.
N#C/C(=C\c1ccc(OCc2ccc(F)cc2)cc1)C(=O)Nc1cccc(C(=O)O)c1	9	2	1	7	3	.	-1
COc1ccc(F)c(CN2CCC(n3nccc3NC(=O)C3CCOC3)CC2)c1 (stereo not drawn)	1	6	-4	8	5	-0.6	-1
CCc1cccc(CC)c1NC(=S)NCCc1ccc(O)c(O)c1	1	-4	6	-25	5	.	-2
C/C=C/c1ccccc1[C@@H]1[C@H](C#N)N(C(C)=O)[C@H]1CO	-4	-5	5	.	.	0.0	-6
CNC(=O)/C(C#N)=C/c1c(N2CCN(C)CC2)nc2c(C)cccn2c1=O	-3	5	1	-14	3	0.0	-5
COc1ccc(NC(=O)N(C)C[C@@H]2Oc3ccc(NC(=O)Nc4ccc(C(F)(F)F)cc4)cc3CC(=O)N([C@H](C)CO)C[C@H]2C)cc1	-11	-8	-43	43	-1	0.3	-5
Cc1nc(-c2ccc3c(c2)OCCCO3)cs1	18	.	1	.	.	.	-7
CCC(CO)NCc1ccc(Br)cc1 (stereo not drawn)	1	-3	-2	5	3	.	-2
CC(=O)Nc1sc(NC(=O)c2ccc([N+](=O)[O-])cc2)nc1-c1cccs1	0	.	10	.	.	.	-2
COc1cccc(S(=O)(=O)Nc2ccc3c(c2)C(=O)N(C)C[C@H](OC)[C@H](C)CN(C(=O)Cc2cccnc2)[C@@H](C)CO3)c1	1	3	0	21	-1	0.1	.
Cn1c(SCC(=O)c2ccc3c(c2)NC(=O)CO3)nc2ccccc21	-4	0	4	.	.	.	-3
Cc1ccc(N2C(=O)CC(NNC(=O)Cc3ccc(F)cc3)C2=O)cc1Cl (stereo not drawn)	0	-1	3	.	4	0.9	-4
CCOc1ccc(NC(=O)c2cc(F)c(F)cc2Cl)cc1OCC	-1	6	25	-3	3	0.1	-3
CCN1CCN(C(c2ccccc2)c2sc3nc(C)nn3c2O)CC1 (stereo not drawn)	6	15	-8	-6	-1	-0.1	-3
COc1ccc(S(=O)(=O)N2CCCCCC2)cc1Br	-3	-12	3	.	3	.	-2
Cc1ccc2cc(CCNC(=O)c3ccc(S(=O)(=O)N4CCOCC4)cc3)c(=O)[nH]c2c1	0	-1	-2	5	0	0.4	0
COC(=O)[C@@H]1[C@@H](CO)[C@@H]2Cn3c(ccc(-c4ccccc4F)c3=O)[C@@H]2N1CC1CCOCC1	-7	-2	14	2	18	-0.4	9
O=C(Cn1ccc2cc(S(=O)(=O)N3CCCC3)ccc21)NCc1ccccc1	10	2	-5	13	1	.	-2
CC1CC(C)CN(CCCNC(=O)CN2C(=O)CSc3ccc(S(=O)(=O)N4CCCCC4)cc32)C1 (stereo not drawn)	-3	-4	2	8	1	.	-1
O=[N+]([O-])c1cc2c(c(CSc3ncccn3)c1)OCOC2	4	2	3	.	.	2.6	0
CC(=O)Nc1sc(C)c(C)c1C(=O)OCC(=O)Nc1ccc(S(N)(=O)=O)cc1	-3	-5	-14	1	-3	0.1	-2
COc1ccc(-c2cnc3nc(/N=C/N(C)C)nn3c2/N=C/N(C)C)cc1	0	0	-1	-1	-1	.	10
COCCNC(=O)/C(C#N)=C/c1ccc2c(c1)OCO2	.	1	1	6	.	0.0	-5
Cc1cccc(OCCC(=O)NCC(=O)Nc2cccc(C)c2C)c1	-5	2	-1	3	3	.	-3
Cc1ccc2c(cnn2C(=O)CCCC(=O)NCc2ccc(Cl)cc2)c1	-1	9	1	5	0	-0.2	-7
O=[N+]([O-])c1ccc(CSc2nnc(-c3cccnc3)o2)cc1	-2	0	-11	7	0	0.3	-1
COc1ccc(Cl)cc1S(=O)(=O)n1ccnc1	-4	5	-21	3	-5	.	-3
C[C@@H]1CN([C@H](C)CO)C(=O)Cc2cc(NC(=O)Nc3ccc(C(F)(F)F)cc3)ccc2O[C@@H]1CN(C)Cc1ccc(C(=O)Nc2ccccc2N)cc1	2	-5	-3	-130	3	5.8	0
CCOC(=O)C1(CCCc2ccccc2)CCN(C(=O)CN2C(=O)CSC2=O)CC1	18	3	-3	.	.	-0.5	-1
Oc1cccc(C(=S)N2CCC(Cc3ccccc3)CC2)c1	5	5	-2	-2	2	0.0	0
CCCCN(C(=O)C1=COCCO1)c1c(N)n(CCC)c(=O)[nH]c1=O	-9	5	0	-1	2	0.0	-1
O=C(N[C@H]1CC[C@H](CCNS(=O)(=O)Cc2ccccc2)O[C@H]1CO)c1ccccc1F	-2	-2	5	1	-1	-0.1	1.7*
Cc1ccccc1NC(=S)Nc1ccccc1	3	-4	-4	4	-2	1.1	-2
C/C(=N\NC(=O)c1ccc(NS(=O)(=O)c2cccs2)cc1)c1ccccc1	.	-1	0	.	.	-1.3	-2

Screening data as filed in PubChem BioAssay.

Not all compounds are listed (hit frequency here may not be typical).
